# From PubChem BioAssay
# CR mimetic SO = reduction of superoxide in aged yeast, primary screen, HTS. S. cerevisiae aged cells, superoxide DHE fluorescence; active compounds read low. superoxide response (% of plate mean), % at 10 µM. actives 0.18% (n = 330,000). AID 2690, 2010;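 active = superoxide response under a set limit, about three screen SD below normal, cut at about 65% in these data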;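 note: yeast aged for seven days with compound at 30 °C before DHE staining; 100% = average MFI of all compound-treated wells on the plate with controls excluded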
# MEX-5 binding = MEX-5 zinc finger RNA-binding disruptors – biochemical, C. elegans, fluorescence polarization, MLPCN library, primary screen. Zinc finger protein mex-5 (Caenorhabditis elegans), Q9XUB2. MEX-5/FITC-TCR2 RNA binding; active compounds read low. activity score (negative = inhibition of binding), % at 10 µM. actives 0.38% (n = 300,000);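 active = inhibition past about -25% in most replicates, and total fluorescence under double the plate's negative control median, limit read from the data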;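 note: 0% = DMSO and -100% = 5 µM competing unlabeled TCR2 RNA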
# Target sequence (Q9XUB2 whole entry, looked up): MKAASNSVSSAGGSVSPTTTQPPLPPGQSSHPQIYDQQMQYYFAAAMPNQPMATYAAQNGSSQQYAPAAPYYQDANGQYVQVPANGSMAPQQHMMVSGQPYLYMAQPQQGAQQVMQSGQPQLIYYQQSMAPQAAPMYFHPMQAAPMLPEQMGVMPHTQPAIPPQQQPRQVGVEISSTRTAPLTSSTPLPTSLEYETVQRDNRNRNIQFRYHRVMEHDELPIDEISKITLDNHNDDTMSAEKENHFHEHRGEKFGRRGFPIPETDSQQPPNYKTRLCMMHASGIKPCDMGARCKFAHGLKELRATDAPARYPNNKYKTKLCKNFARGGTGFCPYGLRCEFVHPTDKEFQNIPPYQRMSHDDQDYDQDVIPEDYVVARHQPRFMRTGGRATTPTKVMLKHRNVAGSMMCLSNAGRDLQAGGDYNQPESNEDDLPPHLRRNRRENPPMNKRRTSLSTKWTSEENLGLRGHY
# MCL1 BIM primary = inhibitors of MCL1 binding to BIM-BH3, primary screen, biochemical, fluorescence polarization | Induced myeloid leukemia cell differentiation protein Mcl-1 (Homo sapiens), Q07820 | GST-MCL1 / FITC-Bim-BH3 fluorescence polarization | inhibition, % at 10.9 µM | actives 0.68% (n = 320,000) | AID 2057, 2009;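 active = inhibition above the mean inhibition of all tested compounds plus 3 SD, set per campaign, cut at about 40% in these data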;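 note: 0% = DMSO wells and 100% = unlabeled Bim-BH3 peptide control; higher means more loss of mP so more displacement of Bim peptide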
# Target sequence (Q07820 whole entry, looked up): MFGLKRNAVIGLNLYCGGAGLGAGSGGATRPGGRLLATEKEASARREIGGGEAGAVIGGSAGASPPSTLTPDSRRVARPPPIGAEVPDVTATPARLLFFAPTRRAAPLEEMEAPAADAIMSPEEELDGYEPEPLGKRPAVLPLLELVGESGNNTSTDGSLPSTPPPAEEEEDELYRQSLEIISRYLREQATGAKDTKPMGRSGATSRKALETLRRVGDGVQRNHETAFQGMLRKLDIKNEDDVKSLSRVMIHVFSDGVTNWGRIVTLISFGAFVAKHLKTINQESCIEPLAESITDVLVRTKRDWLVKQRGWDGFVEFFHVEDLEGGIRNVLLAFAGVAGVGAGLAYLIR
# VLA-4 inh = inhibition in human VLA-4 binding assay, primary screen, VLA-4 allosteric modulator project, MLPCN library, flow cytometry, VLA-4 expressing cells. Integrin alpha-4 (Homo sapiens), P13612. ligand binding flow cytometry. inhibition, % (about 7 µM as worked out from the volumes in the protocol). actives 0.2% (n = 330,000). AID 2557, 2010; in the data active = inhibition above about 50%
# AGP1-GFP MLPCN = modulators of AGP1-GFP expression in yeast TOR pathway, primary screen, cell-based, multiplex flow cytometry, S. cerevisiae, MLPCN library | 3 h; GFP as percent of DMSO wells | GFP response vs DMSO, % at 10 µM | actives 0.02% (n = 320,000);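 active = GFP response relative to DMSO above a set limit, near screen average plus 3 SD, cut at about 150% in these data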;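 note: median GFP channel fluorescence of the gated AGP1 strain per well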
# BCLXL inh = inhibitors of human Bcl-xL, primary screen, biochemical, fluorescence polarization, HTS; Bcl-2-like protein 1 (Homo sapiens), Q07817; GST-Bcl-xL / FITC-Bim BH3 peptide fluorescence polarization; inhibition, % at 10.9 µM; actives 0.7% (n = 320,000); AID 2129, 2009;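 active = inhibition above the mean of all tested compounds plus 3 SD, cutoff set per campaign, cut at about 30% in these data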;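 note: 0% = DMSO wells and 100% = unlabeled Bim-BH3 peptide competitor; inhibitors lower millipolarization by displacing the labeled peptide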
# Target sequence (Q07817 whole entry, looked up): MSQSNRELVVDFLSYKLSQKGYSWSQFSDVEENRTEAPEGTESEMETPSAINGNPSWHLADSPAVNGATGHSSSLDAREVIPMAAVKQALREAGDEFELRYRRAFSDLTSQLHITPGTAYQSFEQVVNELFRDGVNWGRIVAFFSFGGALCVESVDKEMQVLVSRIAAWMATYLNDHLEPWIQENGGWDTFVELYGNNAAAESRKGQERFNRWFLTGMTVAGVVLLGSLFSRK
# CIT2 TOR yeast = modulators of CIT2-GFP expression in yeast, primary screen, S. cerevisiae, GFP fusion, multiplex flow cytometry, MLPCN library; S. cerevisiae CIT2-GFP strain, 3 h; 100 means same as DMSO wells; GFP response vs DMSO, % at 10 µM; actives 0.065% (n = 320,000);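 active = GFP response relative to DMSO above a set limit, near the screen mean plus 3 SD, cut at about 150% in these data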;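 note: ratio of well median GFP fluorescence to mean of DMSO wells on the plate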
# GLD-1 RNA inh = GLD-1/TGE RNA complex disruptors, primary screen, biochemical, fluorescence polarization; actives 0.44% (n = 320,000); purified GLD-1 + fluorescein TGE RNA; inhibition, % at 5.96 µM; Female germline-specific tumor suppressor gld-1 (Caenorhabditis elegans), Q17339;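 active = percent inhibition above a per-plate cutoff, the plate mean of test compounds plus 3 SD, cut at about 30% in these data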;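 note: 0% = DMSO wells with GLD-1 and probe and 100% = wells lacking GLD-1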
# GRK2 aptamer HTS = compounds blocking aptamer binding on GRK2 – biochemical, human GRK2, bead flow cytometry, HTS, primary screen. Beta-adrenergic receptor kinase 1 (Homo sapiens), P25098. FAM-aptamer displacement from GRK2. inhibition of aptamer binding, % at 10 µM. actives 0.59% (n = 330,000). AID 488847, 2010;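 active = inhibition of aptamer binding above 40%, roughly 3 SD of noise, on plates passing a quality check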;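 note: median bead fluorescence of bound FAM aptamer so fluorescent compounds give negative values; no value below 0 was filed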
# An asterisk follows results filed as active; nt = no result given.
SMILES,CR mimetic SO,MEX-5 binding,MCL1 BIM primary,VLA-4 inh,AGP1-GFP MLPCN,BCLXL inh,CIT2 TOR yeast,GLD-1 RNA inh,GRK2 aptamer HTS
C(/CCc1ccccc1)=N\Nc1nc2ccccc2[nH]1,102,-0.1,6,5,98,2,90,-1,0
O=C(CN1C(=O)NC2(CCCCC2)C1=O)Nc1cccc(Cl)c1Cl,84,nt,-2,6,100,-3,95,-2,0
COc1ccc(C(=O)Nc2cccc(/C=C/c3nc4ccccc4c(=O)[nH]3)c2)cc1,110,-2.9,-13,-1,97,-9,101,2,0
COc1cc(NC2c3ccccc3C(=O)N2Cc2ccc3c(c2)OCO3)cc(OC)c1OC (stereo not given),114,1.1,6,1,94,3,89,0,2
COC(=O)c1[nH]c2ccccc2c1NC(=O)CN1CCC(C(N)=O)(N2CCCCC2)CC1,92,-0.9,-13,-12,100,-2,101,2,1
Cc1ccn2c(NC3CCCC3)c(-c3cccs3)nc2c1,94,0.9,2,-3,103,7,96,5,0
CCOc1ccc(CNC(=O)CCC(=O)N2Cc3cccc(OC)c3Oc3ncccc32)cc1,114,1.5,3,2,103,6,101,7,0
CC(=O)c1cc(C#N)c(Oc2cccc(C(F)(F)F)c2)nc1C,129,3.0,-1,7,103,-3,96,-1,3
COc1cccc(C2CC(c3ccccc3OC)n3nc(N)nc3N2)c1 (stereo not given),100,-2.4,8,-2,96,2,102,6,1
COc1ccc(OCCCCN(C)Cc2ccccc2)cc1,102,-0.9,3,3,108,-2,107,3,0

# The last 3 records of the part above lead into the next.
SMILES,CR mimetic SO,MEX-5 binding,MCL1 BIM primary,VLA-4 inh,AGP1-GFP MLPCN,BCLXL inh,CIT2 TOR yeast,GLD-1 RNA inh,GRK2 aptamer HTS
CC(=O)c1cc(C#N)c(Oc2cccc(C(F)(F)F)c2)nc1C,129,3.0,-1,7,103,-3,96,-1,3
COc1cccc(C2CC(c3ccccc3OC)n3nc(N)nc3N2)c1 (stereo not given),100,-2.4,8,-2,96,2,102,6,1
COc1ccc(OCCCCN(C)Cc2ccccc2)cc1,102,-0.9,3,3,108,-2,107,3,0
COC(=O)C(NS(C)(=O)=O)(c1c(C)[nH]c2ccccc12)C(F)(F)F (stereo not given),96,-1.1,-2,-9,91,1,104,0,0
CCOC(=O)c1sc(NC(=O)c2cc3n(n2)C(C(F)(F)F)CC(c2cccs2)N3)c(C(=O)OCC)c1C (stereo not given),103,-3.5,-1,13,104,6,101,0,0
COc1ccc(C(=O)Nc2nccs2)cc1,87,-1.4,3,11,94,1,98,0,2
O=C(N[C@@H](Cc1ccccc1)C(=O)OCc1ccccc1)c1nc[nH]c1C(=O)NC(c1ccccc1)c1ccccc1,nt,0.9,0,nt,nt,-1,nt,-3,nt
CSc1nc2[nH]c3c(c2c2nncn12)CC(C)(C)OC3,81,-0.9,-3,2,90,10,86,3,0
O=C(NCc1ccccc1)c1cc(-n2cnnc2)ccc1Cl,96,nt,-8,2,109,-1,102,5,1
CN(C)C1(CNC(=O)C2CCN(S(=O)(=O)c3cc(Cl)ccc3Cl)CC2)CCCCC1,87,2.6,4,0,95,3,98,-7,0
CCO[C@@H]1OC(C(=O)Nc2ccccc2)=C[C@H](C)[C@H]1CCCO,93,-0.6,9,-6,86,5,95,1,1
O=C(NC(CSCc1ccccc1)C(=O)N/N=C/c1ccc(O)cc1O)c1ccc([N+](=O)[O-])cc1 (stereo not given),93,-0.6,4,nt,106,4,98,-3,3
CCn1c(Cc2c(C)[nH]c3ccccc23)nnc1SCC(N)=O,100,1.0,-1,13,103,-2,104,-1,0
CC(=O)Cc1nsc(NC(=O)c2ccc(-c3cc(C(F)(F)F)ccc3Cl)o2)n1,96,-1.5,5,20,100,-1,100,-1,0
C/C(Cl)=C/Cn1c(=O)c2c(nc(Br)n2Cc2ccccc2)n(C)c1=O,102,0.8,5,21,79,5,73,5,1
Cc1cccc(NC(=O)CCc2nc3sc4c(c3c(=O)[nH]2)CCCC4)n1,99,5.8,13,3,89,1,80,-7,5
CCC1CN(C(=O)N2CCC(C(=O)NCc3ccc(C)o3)CC2)c2cc(C)ccc2O1 (stereo not given),102,3.1,1,4,101,2,105,-1,2
COc1ccc(C(C(=O)NC(C)(C)C)N(C(=O)CNC(=O)c2cccs2)c2ccc(NC(C)=O)cc2)cc1OC (stereo not given),95,-1.2,-4,7,103,-4,96,-9,1
Cc1noc(C)c1CSc1nc2sc(C)c(C)c2c(=O)n1-c1ccccc1,102,1.1,-1,3,98,-2,94,-9,4
COc1cccc(N(Cc2nnc3n2CCCCC3)C(=O)Nc2ccccc2F)c1,107,2.0,4,2,99,3,93,5,0
Cc1ccc(C(=O)N2CC(C)OC(C)C2)c(Cl)c1 (stereo not given),98,-1.7,1,-37,95,1,94,1,0
CCSc1nc2cc(OC)c(OC)cc2c(=O)n1CCc1ccccc1,91,1.6,-13,-12,106,-15,107,-6,5
Cc1ccc(NC(=O)CN(C)C(=O)Cn2nnc(-c3ccccc3)n2)cc1,98,-2.6,3,-2,97,-4,87,6,1
COc1cc(/C=N/N=C(\N)c2nonc2N)cc(OC)c1OC,96,0.8,-1,2,97,5,90,-7,1
Cc1ccnc(NC(=O)COc2c(C)cc(C)cc2[N+](=O)[O-])c1,91,-0.8,0,11,89,0,94,1,1
O=S(=O)(c1ccc(F)c(F)c1F)N1CCN(C(=S)NC2CC3CCC2C3)CC1 (stereo not given),97,1.4,0,12,101,3,97,3,2
CC(=O)Nc1ccc(-n2c(C)c(C(C)=O)c(C(C)=O)c2C)cc1,90,-0.6,-7,4,102,-4,110,-2,0
CCCS(=O)(=O)c1c(S(=O)(=O)CCC)c2cnccn2c1C(=O)c1ccc(Cl)cc1,99,1.4,5,0,105,6,103,5,16
O=C(CP(=O)(c1ccccc1)c1ccccc1)N1CCCCC1,103,0.8,-5,20,102,-3,107,8,0
COc1ccc(N(Cc2cc3ccc(C)cc3[nH]c2=O)C(=O)C2CCCO2)cc1 (stereo not given),98,5.1,-5,-9,102,-1,92,6,0
CN1CCN(CCCNC(=O)c2ccc(/C=C3\Oc4ccccc4N(Cc4ccc(Cl)cc4)C3=O)cc2)CC1,85,1.8,-11,15,110,-40,107,7,0
Cc1ccc(N(CC2CO2)S(=O)(=O)c2ccccc2[N+](=O)[O-])cc1 (stereo not given),114,1.9,-1,2,98,5,106,6,0
COc1ccc(C2Nc3ccccc3C(=O)N2c2ccc(F)cc2)cc1CSc1ccccn1 (stereo not given),93,-0.4,8,-2,96,2,102,4,11
CCC(C)NCCOc1ccc(Br)cc1 (stereo not given),96,1.1,5,0,108,4,104,4,2
COc1cc(NC(=O)COC(=O)CO/N=C(\C)c2ccc3c(c2)OCO3)cc(OC)c1,94,nt,-16,0,95,-11,89,0,2
CCCCCC(=O)NNC1=NCC(Cc2cccc(Cl)c2)S1 (stereo not given),107,1.6,4,0,113,3,108,1,2
C=CCC[C@H](Cc1ccc(F)cc1)C(=O)OC[C@H]1CCCN1C(=O)[C@@H](CC=C)CC(=O)NCCO,89,nt,nt,40,108,nt,98,1,2
Cc1cc(C)c(NC(=O)C2CCCN2CCOC(=O)c2ccccc2)c(C)c1 (stereo not given),73,-3.0,11,-1,90,4,102,7,6
Cc1ccc(CN2C(=O)C(C)Nc3ncnc(N4CCN(c5ccccn5)CC4)c32)cc1 (stereo not given),103,4.7,0,12,98,-6,101,-7,1
Cc1cc(N2CCOCC2)nc2ccc(NC(=S)NCc3ccc4c(c3)OCO4)cc12,88,-2.8,14,1,90,6,97,3,2
O=C(/C=C/c1ccccc1)N/C(=C/c1ccccc1)C(=O)NCCO,98,0.5,-1,-1,nt,-1,88,-4,0
Clc1ccc(-c2nc3ccccc3nc2-c2ccccc2)cc1,109,-2.8,11,3,102,5,108,7,0
O=C(Oc1cccc(Oc2ccccc2)c1)N1CCOCC1,98,-0.8,-3,7,91,2,nt,0,3
O=C(NC(=S)Nc1cc(C(F)(F)F)ccc1Cl)c1ccccc1,109,-1.3,8,1,95,1,96,-1,0
COc1ccc(CNC(=O)Cn2cnc3c(=O)n(C)c(=O)n(C)c32)cc1,87,-2.4,-4,10,111,-2,115,3,3
CCN(CC(=O)NC1CCS(=O)(=O)C1)S(=O)(=O)c1ccc(F)cc1 (stereo not given),110,0.6,-5,-15,94,3,95,1,6
Cc1ccc(OCCC(=O)OCC(=O)Nc2ccc(N3CCOCC3)cc2)cc1,130,-3.1,-5,-1,103,-1,97,5,0
NS(=O)(=O)c1ccc(N=Nc2ccc(=O)[nH]c2O)cc1,91,-9.9,4,4,106,3,113,-9,0
COc1ccc(NC(=O)CCc2nnc3ccc(NCc4ccco4)nn23)cc1,88,0.9,1,7,106,7,110,2,2
COc1ccccc1OC1=NS(=O)(=O)c2ccccc21,93,-0.4,0,7,99,7,91,7,0
CCOc1ccccc1C(=O)NC(C(=O)NCc1ccccc1OC)C(C)C (stereo not given),99,-2.9,0,20,103,4,99,-2,0
O=C1C=C(N2CCN(C3=CC(=O)CCC3)CC2)CCC1,114,-1.7,0,12,108,3,100,-1,0
O=C(NCc1ccccc1Cl)C1CCN(S(=O)(=O)N2CCCCC2)CC1,96,-1.1,1,3,103,-1,100,-4,1
# Going on with the list.
SMILES,CR mimetic SO,MEX-5 binding,MCL1 BIM primary,VLA-4 inh,AGP1-GFP MLPCN,BCLXL inh,CIT2 TOR yeast,GLD-1 RNA inh,GRK2 aptamer HTS
COc1ccc(CCN2C(=O)CC(Cc3ccc(Br)cc3)C2=O)cc1OC (stereo not given),104,0.4,12,-10,95,8,96,2,0
CC(NC(=O)CCC(=O)N1CCCCCC1)c1ccccc1 (stereo not given),103,0.8,-1,0,94,0,98,-3,1
COc1ccc(-n2cnnc2SCC(=O)c2ccc(S(=O)(=O)N3CCOCC3)cc2)cc1,93,-0.8,-13,12,94,-9,89,-8,0
COc1cc(CNc2ncn[nH]2)ccc1OCc1cccc(C)c1,92,2.5,1,-7,93,1,88,0,0
CC12CCC(=O)N1C(C(=O)Nc1ccc(Br)cc1Cl)CS2 (stereo not given),96,1.4,-4,14,103,1,98,-3,0
O=C(O)Cc1sc(-c2ccccc2)nc1-c1ccccc1,95,-0.7,9,-13,96,8,94,-6,0
CCc1ccc(S(=O)(=O)/N=C2\C=CC(=O)c3ccccc32)cc1,108,0.4,19,-7,90,14,95,6,13
CCCOc1ccc(N2C(=O)CC(N(CCc3ccccc3)C(=O)c3ccccc3)C2=O)cc1 (stereo not given),88,nt,-12,4,77,-1,86,11,0
COc1ccccc1N1CCN(Cc2nc3ccccc3c(=O)n2CC(C)=O)CC1,87,0.0,-1,1,104,-2,106,4,0
CC(C)c1ccc(OCC(=O)NCCO)cc1,95,-1.4,-4,21,93,4,93,-3,16
